RGS4-Gao reg: modulates binding of RGS4 to human Galphao; P09471; Multiplexed bead flow cytometry; actives lie on both sides; binding response (% of control), % at 10 µM; hit rate 0.33% among 220,000; in the data active means binding response below about 49% or above about 150%; inactive means in between;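 further: fluorescent Galphao activated with aluminum fluoride binding bead-coupled RGS4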
Target sequence (P09471 whole entry, looked up): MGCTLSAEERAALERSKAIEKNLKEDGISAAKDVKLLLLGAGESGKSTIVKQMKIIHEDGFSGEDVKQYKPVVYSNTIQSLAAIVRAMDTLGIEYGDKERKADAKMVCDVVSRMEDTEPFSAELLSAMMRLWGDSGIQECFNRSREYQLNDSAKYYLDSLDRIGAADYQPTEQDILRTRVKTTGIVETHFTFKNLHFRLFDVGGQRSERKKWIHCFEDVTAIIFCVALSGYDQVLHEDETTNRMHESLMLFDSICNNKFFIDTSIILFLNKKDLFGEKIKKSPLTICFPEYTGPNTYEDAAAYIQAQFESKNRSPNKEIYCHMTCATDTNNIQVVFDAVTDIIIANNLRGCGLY
RGS8-Gao: regulators of human RGS8-Galphao interaction | P09471 | multiplexed bead flow cytometry, RGS8-Galphao binding; actives lie on both sides | response (percent of control binding), % at 10 µM | hit rate 0.34% among 220,000 | AID 1423; in the data active means response below about 60% or above about 140%; inactive means in between;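 further: Galphao activated as the GDP aluminium fluoride complex binding bead-coupled RGS8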
RGS7-Gao: human RGS7-Galphao interaction regulation. hit rate 0.35% among 220,000. P09471. Multiplexed bead flow cytometry, RGS7-Galphao binding; actives lie on both sides. AID 1439. binding response (% of control), % at 10 µM; in the data active means binding response below about 49% or above about 150%; inconclusive means no clear call, values can overlap the other calls; inactive means in between;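 further: fluorescent Galphao held in activated GDP-AlF4 state binding bead-coupled RGS7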
Active calls of the source: *; ? = inconclusive; nt = no result given. Some of the compounds tested; the hit share may differ from the screen's.

RGS4-Gao reg	RGS8-Gao	RGS7-Gao	compound
97	98	?	CCC(=O)Nc1nnc(/C=C/c2ccc(OC)cc2)s1
99	101	?	CC(=O)Nc1ccc(Oc2ccccc2)cc1
92	100	?	O=C1CC(c2ccsc2)Sc2ccccc2N1 (stereo unspecified)
100	100	?	CSc1nnc(-c2ccc(C(F)(F)F)cn2)o1
98	100	?	CC12CN3CC(C)(CN(C1)C3c1ccc3c(c1)OCO3)C2O (stereo unspecified)
90	100	?	COC(=O)Cn1nnc(N2CCOCC2)n1
97	97	?	O=C(N=Nc1c(O)n(Cc2ccccc2)c2ccccc12)c1ccncc1
97	99	?	Nc1cc2c3c(cccc3c1)C(=O)N(CCN1CCCC1)C2=O
111	105	?	S=c1[nH]nc(-c2n[nH]c3c2CCC3)n1/N=C/C=C/c1ccco1
102	102	?	COc1cc2nc(CN3CCOCC3)n(CC(=O)NCC(F)(F)F)c(=O)c2cc1OC
101	101	?	CCCCCCOC(=O)c1ccc(N)cc1
108	104	?	Cc1cc2c(NS(=O)(=O)c3ccc(F)cc3)cccc2nn1
102	105	?	COc1cc(/C=C/C(=O)N2CCN(C)CC2)cc(S(=O)(=O)N2CCc3ccccc32)c1OC
95	98	?	COc1ccc(N/N=C(/C(C)=O)N2CCCc3ccccc32)cc1
71	88	?	O=[N+]([O-])C(/C=C(/Cl)[N+](=O)[O-])=C(N1CCCCC1)N1CCCCC1
105	101	?	CCOC(=O)c1ccc(N2C(=O)CC(C)(CC)CC2=O)cc1
94	79	?	C/C=C\C=C/C(=O)Nc1cccc(C2=NOC3(C2)C[C@@H](C(N)=O)N(C(=O)CCCCC)C3)c1 (stereo partly specified)
101	105	?	COc1ccc(C(CCN2CCCC2)c2c(OC)cc(OC)c3c(-c4ccccc4)cc(=O)oc23)cc1 (stereo unspecified)
102	102	?	CCN(CC)C(=O)c1ccc(-c2cccs2)s1
97	102	?	CCC(=O)c1ccc2c(c1)OCCO2

Quoted from the listing:
Cc1cc2c(NS(=O)(=O)c3ccc(F)cc3)cccc2nn1 in RGS8-Gao reads 104
CC12CN3CC(C)(CN(C1)C3c1ccc3c(c1)OCO3)C2O (stereo unspecified) in RGS4-Gao reg reads 98

Remaining list, next part.
RGS4-Gao reg	RGS8-Gao	RGS7-Gao	compound
99	98	?	CCOc1c(N2CCOCC2)c(=O)c1=O
99	99	?	COc1ccc(C2N(c3ccc4c(c3)OCCO4)C(=O)C2(F)F)cc1OC (stereo unspecified)
93	93	?	Cc1cccc(N2C(=O)CC(Cn3nc(C)cc3C)C2=O)c1 (stereo unspecified)
100	99	?	COc1ccc(/C=N/NS(=O)(=O)c2ccc(NC(C)=O)cc2)cc1
105	101	?	COC(=O)c1ccc(NC(=S)NN2CCCCC2c2cccnc2)cc1 (stereo unspecified)
100	100	?	CCN(CC)C(=O)c1sc2nc(-c3cccs3)cc(-c3cccs3)c2c1N
108	103	?	Nc1cc(Cl)ccc1N1C(=O)CCC1=O
99	100	?	COc1ccc(NC(=O)c2cc(S(=O)(=O)Nc3ccc(OC)cc3)cs2)cc1
102	101	?	COc1ccc(NC(=O)C2CC(=O)N/C(=N/NC(=O)c3ccc(Cl)cc3)S2)cc1 (stereo unspecified)
98	98	?	CCOC(=O)CNC(=O)c1cccnc1Oc1ccc(Cl)cc1
87	97	?	Cc1c(C)c(C)c(S(=O)(=O)N2CCSCC2)c(C)c1C
98	100	?	Cc1ccnn1CC(=O)N/N=C/c1c[nH]c2ccccc12
97	96	?	OC(CC#CCN1CCCC1)(c1ccccc1)c1ccccc1
97	100	?	O=C(Nc1ccc(NC(=O)c2cccs2)cc1)c1ccc2c(c1)OCO2
107	101	nt	O=C(NC(=S)N1CCN(c2ccccc2)CC1)c1ccc(S(=O)(=O)N2CCOCC2)cc1
96	98	?	CCn1c(=NC(=O)C2COc3ccccc3O2)sc2c(OC)ccc(OC)c21 (stereo unspecified)
99	103	?	O=S1(=O)C=CC(c2ccccc2)C1 (stereo unspecified)
104	102	?	O=C(c1cccs1)N1CCN=C1SCc1cccc(F)c1
94	98	?	Cc1cc(C)cc(NC(=O)N2CCCN(c3ncccc3[N+](=O)[O-])CC2)c1
100	98	?	O=C(O)c1cc2nccc(-c3ccco3)n2n1
99	100	?	CN(C)CCOC(=O)CCCCCCCCC(=O)OCCN(C)C
98	103	?	NC(=S)N/N=C/c1coc2ccc(Br)cc2c1=O
113	107	?	O=[N+]([O-])c1ccc(N2CCCC2)nc1
99	102	?	NC(=O)N/N=C/c1cn(-c2ccccc2)nc1-c1cccnc1
95	100	?	CCOC(=O)/C(C#N)=C/N=c1ccc(C)cn1C
96	98	?	CC(C)Cc1nnc(NC(=O)c2cc3c(s2)CCC3)s1
101	101	?	Cc1ccc(NC(=O)CSc2nc(N)cc(N)n2)cc1S(=O)(=O)N1CCOCC1
127	122	?	Cn1c(N)c(C(=O)CSc2nc3ccccc3[nH]2)c(=O)n(C)c1=O
101	99	?	O=C(O)[C@H](Cc1ccccc1)NC(=O)N1CCN(c2ccc(F)cc2)CC1
98	100	?	COc1cccc(NC(=O)c2c(C)cc(C)cc2CC(C)(C)C(=O)O)c1
102	103	?	Cc1nn(CCCC(=O)Nc2cnn(Cc3ccc(F)cc3)c2)c(C)c1[N+](=O)[O-]
98	99	?	CCOCCn1c(-c2ccccc2)nc2ccccc21
100	104	?	CCOC(=O)c1sc2ncc([N+](=O)[O-])cc2c1N
104	103	?	O=S(=O)(c1cnc[nH]1)N1CCN(c2ccc(F)cc2)CC1
104	102	?	COC(=O)CN1C(=S)N(c2ccc(F)cc2)C(=O)C1CC(=O)Nc1ccc(F)cc1 (stereo unspecified)
101	101	?	O=C(Nc1ccc(F)cc1)/C(=C1/CCCCCN1)[N+](=O)[O-]
97	100	?	CC1CCCC(CC(=O)O)(CC(=O)O)C1 (stereo unspecified)
103	102	?	Nc1c(C(=O)Nc2ccccc2)c2nc3ccccc3nc2n1-c1ccc(O)cc1
104	104	?	CCCCc1nc2sc3c(c2c(=O)n1NC(=O)c1ccco1)CC(C)(C)OC3
104	102	?	CCN1CCN(CCc2nc3cc(NC(=O)COc4ccc(Cl)cc4)ccc3n2C)CC1
98	99	?	O=C1CCN(CCc2ccccc2)CCN1CCSc1ccc(Br)cc1
93	98	?	O=C(CN1CCN(S(=O)(=O)c2ccc(Br)cc2)CC1)N/N=C/c1ccncc1
93	94	?	O=C1c2ccccc2NC(c2cccc(O)c2)N1Cc1ccco1 (stereo unspecified)
101	102	?	CC(C)c1ccc(-c2nc3ccccc3s2)cc1
89	89	?	COc1ccc(NC(=O)c2cn(-c3ccccc3)nc2SC)cc1
99	102	?	COc1cc(C)nc(-c2csc(C)n2)n1
95	97	?	CCOc1ncccc1C(=O)N1CCN(S(=O)(=O)c2ccc3ccccc3c2)CC1
104	99	?	O=C1C(Cc2ccccc2O)NC(=S)N1c1ccccc1 (stereo unspecified)
105	103	?	COc1ccc2c(c1OC)C[N+]1([O-])CCc3cc4c(cc3C1C2)OCO4 (stereo unspecified)
94	98	?	COc1cc(NC(=O)COc2ccc(Cl)cc2)ccc1NC(=O)C(C)C
109	105	?	Cc1ccc(S(=O)(=O)NC(=O)Nc2nccs2)cc1
91	97	nt	Cc1[nH]c2ccccc2c1/C=C/C(=O)c1ccncc1
99	98	?	NC(=O)c1sc2nnc(-c3ccccc3)c(-c3ccccc3)c2c1N
115	98	?	CSc1nc(N2CCN(C)CC2)c2c(c1C#N)CC(C)(C)OC2
96	101	?	Cc1ccccc1OCC(=O)OCn1nnc2ccccc2c1=O
99	103	?	C=CCn1c(SCc2ccc(C(=O)O)cc2)nc2sc(C)c(C)c2c1=O
97	100	?	COC(=O)c1ccc(C(=O)O)nc1
99	98	?	CCOC(=O)C1(Cc2cccc(F)c2)CCN(Cc2ccc(COC)o2)CC1
94	95	?	COc1ccccc1/C=[N+](\[O-])C1SC(=S)N(C)C1(C)C (stereo unspecified)
100	100	?	Cc1nc(C(=O)NCCC(C)C)sc1C1(C)CC(c2ccccc2)=NO1 (stereo unspecified)

Arranged by value in RGS4-Gao reg (largest number first): 3 from the list above.
molecule | RGS4-Gao reg | RGS8-Gao | RGS7-Gao
O=C(c1cccs1)N1CCN=C1SCc1cccc(F)c1 | 104 | 102 | ?
COC(=O)c1ccc(C(=O)O)nc1 | 97 | 100 | ?
Cc1c(C)c(C)c(S(=O)(=O)N2CCSCC2)c(C)c1C | 87 | 97 | ?

Following part:
RGS4-Gao reg	RGS8-Gao	RGS7-Gao	compound
98	102	?	COc1ccc(Nc2nc(C(=O)N3CCc4cc(OC)c(OC)cc4C3)cs2)cc1
94	94	?	CC(=O)Nc1ccc2nc(NC(=O)c3cccs3)sc2c1
98	102	?	Cc1ncn2cc(-c3ccc(Cl)cc3Cl)[nH]c(=O)c12
104	101	?	CC1(C)CC2(CCO1)OC(=O)CC2C(=O)Nc1ccc(Cl)cc1[N+](=O)[O-] (stereo unspecified)
104	104	?	O=C(O)CCNC(=O)/C(=C\C=C\c1ccccc1)NC(=O)c1ccccc1
95	99	?	O=C(Nc1ccc(-n2cnnn2)cc1)c1cn2ccccc2n1
103	100	?	OC(C#CCCN1CCCCC1)(c1ccccc1)C1CCCCC1 (stereo unspecified)
106	104	?	O=C(Nc1nnc(CC2=CCCCC2)s1)Nc1ccccc1F
101	103	?	O=C(NCc1ccc(S(=O)(=O)Nc2ccccc2Cl)s1)c1ccccc1
106	104	nt	O=C(O)c1ccc(N2C(=O)CC(N3C(=O)/C(=C/c4ccc(Cl)cc4)SC3=S)C2=O)cc1 (stereo unspecified)
104	102	?	COc1ccc(Cn2c(=O)cc(N)n(-c3ccccc3C)c2=O)cc1
102	101	?	COc1cccc(/C=N/NC(=O)c2ccoc2C)c1
101	105	?	C=CC[N+]1(CC(=O)NCc2ccc(NC(C)=O)cc2)CCOCC1
89	94	?	Cc1nnc(C)c2c(C)n(N)c(C)c12
96	96	?	O=C(c1ccc2nc(-c3ccccc3)c(-c3ccccc3)nc2c1)N1CCCCC1
101	101	?	O=C(c1ccc([N+](=O)[O-])cc1Cl)N1CCN(c2ccccn2)CC1
95	95	?	O=C(O)c1cccc(S(=O)(=O)Nc2ccc3[nH]c(=O)[nH]c3c2)c1
103	102	?	Cc1onc(-c2c(Cl)cccc2Cl)c1C(=O)O/N=C(\C#N)c1c(Cl)cccc1Cl
100	99	?	O=C1CCCc2c1nc(-c1ccc([N+](=O)[O-])cc1)n2O
105	101	?	CC(C)[C@@H]1C=C(C(=O)O)O[C@H](OCCCCO)C1

A draw from above in order of length of the SMILES, rising:
RGS4-Gao reg	RGS8-Gao	RGS7-Gao	compound
97	100	?	COC(=O)c1ccc(C(=O)O)nc1
89	94	?	Cc1nnc(C)c2c(C)n(N)c(C)c12
102	101	?	COc1cccc(/C=N/NC(=O)c2ccoc2C)c1
96	101	?	Cc1ccccc1OCC(=O)OCn1nnc2ccccc2c1=O
106	104	?	O=C(Nc1nnc(CC2=CCCCC2)s1)Nc1ccccc1F
95	99	?	O=C(Nc1ccc(-n2cnnn2)cc1)c1cn2ccccc2n1
98	102	?	Cc1ncn2cc(-c3ccc(Cl)cc3Cl)[nH]c(=O)c12
105	101	?	CC(C)[C@@H]1C=C(C(=O)O)O[C@H](OCCCCO)C1
100	99	?	O=C1CCCc2c1nc(-c1ccc([N+](=O)[O-])cc1)n2O
101	105	?	C=CC[N+]1(CC(=O)NCc2ccc(NC(C)=O)cc2)CCOCC1
100	100	?	Cc1nc(C(=O)NCCC(C)C)sc1C1(C)CC(c2ccccc2)=NO1 (stereo unspecified)
99	103	?	C=CCn1c(SCc2ccc(C(=O)O)cc2)nc2sc(C)c(C)c2c1=O
104	104	?	O=C(O)CCNC(=O)/C(=C\C=C\c1ccccc1)NC(=O)c1ccccc1
96	96	?	O=C(c1ccc2nc(-c3ccccc3)c(-c3ccccc3)nc2c1)N1CCCCC1
104	101	?	CC1(C)CC2(CCO1)OC(=O)CC2C(=O)Nc1ccc(Cl)cc1[N+](=O)[O-] (stereo unspecified)
103	102	?	Cc1onc(-c2c(Cl)cccc2Cl)c1C(=O)O/N=C(\C#N)c1c(Cl)cccc1Cl
106	104	nt	O=C(O)c1ccc(N2C(=O)CC(N3C(=O)/C(=C/c4ccc(Cl)cc4)SC3=S)C2=O)cc1 (stereo unspecified)

(next part)
RGS4-Gao reg	RGS8-Gao	RGS7-Gao	compound
91	87	?	N#C/C(=C\c1coc2ccc(O)cc2c1=O)C(=O)Nc1nc2ccccc2s1
103	102	?	CC/C(=N\NC(=O)Nc1nonc1N)c1ccc(OC)c(OC)c1
101	101	?	NC(=O)c1cccnc1Oc1ccc(Cl)cc1Cl
100	99	?	CC(C)(C)C(=O)N1NC(=Nc2ccccc2)SC1(C)C
106	105	?	O=C(O)c1ccccc1C(=O)NCC(O)c1ccccc1 (stereo unspecified)
106	102	?	COc1ccc(-c2cc(-c3ccco3)[nH]c(=O)c2C#N)cc1OC
105	107	nt	CC(=O)c1sc2c(c1OC(=O)c1ccc(Cl)cc1Cl)c(=O)n(-c1ccccc1)c(=S)n2-c1ccccc1
102	93	?	Cc1ccc(S(=O)(=O)/N=S(/c2ccccc2)C(C)C)cc1 (stereo unspecified)
111	106	?	CCOC(=O)c1cnc(-n2nc(C)cc2C)nc1NNc1nc(C)cc(C)n1
101	101	?	COc1cccc(N=C(N)N=C(N)N)c1
103	104	?	O=C(NNC(=S)Nc1ccccc1C(F)(F)F)C1CC1
93	97	?	COc1ccc(CC(=O)n2[nH]c(=O)c3ccccc3c2=O)cc1OC
108	105	?	O=C(Nc1sc(-c2ccccc2)cc1C(=O)O)c1ccccc1
102	102	?	C/C(=N/NC(=O)c1cc(C)[nH]n1)c1ccco1
97	100	?	CCC1(C)Cc2nc3[nH]c(=S)n(-c4ccccc4C)c(=O)c3cc2CO1 (stereo unspecified)
